# p53ts 39C kill: kills p53ts cells at the nonpermissive temperature; actives 1.5% (n = 130,000); H1299-p53A138V viability at 39C, ATP luminescence, 24 h; Potency, µM (top dose mostly 46.1 µM), for inactives: top-dose activity change, negative = cell killing, usual class: cytotoxic; note: nearly all actives have a fitted effect of over 55% in size
# IkB signaling: suppresses IkB signaling in ABC-DLBCL reporter cells. ABC-DLBCL IkBa-CBG/CBR dual luciferase ratio, 4 h; response scale: scaled: untreated 0%, proteasome inhibitor 100%. Potency, µM (titrated, usually from 57.1 µM), inactives show top-dose IkBa stabilization activation. actives 0.04% (n = 110,000). AID 445; active = well fitted curve in the direction sought with a large enough effect in the signal ratio, not every such curve was filed as active; inconclusive = small, poorly fitted or top-dose-only effect, or a change in a side signal; the % refers to the signal ratio;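 note: the direction sought is a rising ratio; 0% = basal untreated cells and 100% = reference inhibitor full response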
#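 In this assay, an IκBα–CBG68 fusion accumulates when IKK-driven degradation is blocked; native CBR normalizes for cell number. OCI-Ly3 cells were treated 4 h with compound and doxycycline, then green and red light read after Chroma-Glo addition.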
# Peg3 imprint: inducers of genomic imprint erasure in mouse ES cells; mouse ES Peg3-LacZ reporter, beta-gal luminescence, 40 h; Potency, µM (highest dose often 60.7 µM), without a hit: top-dose activity change, positive = activation, most hits filed as activators; actives 0.02% (n = 110,000);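 note: 0% = negative control wells on the plate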
#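 Readout: BetaGlo luminescence (5 min, room temp) for LacZ from the normally silent maternal Peg3 allele in female Peg3LacZ-Neo ES cells. Cells 300/well, 40 h, 37C, 5% CO2. Data normalized per plate to negative controls.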
# p53ts 32C kill: p53ts cell cytotoxicity, permissive temperature. H1299-p53A138V at 32C, ATP luminescence viability, 24 h. Potency, µM (top dose mostly 46.1 µM), for inactives: at the top dose activity change, negative = cytotoxicity, usual class: cytotoxic. actives 0.93% (n = 130,000);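 note: 0% = DMSO and -100% = full killing by reference compound; nearly all actives have a fitted effect of over 55% in size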
#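 H1299-p53 A138V cells (temperature-sensitive p53) exposed 24 h to up to 46 uM compound at 32C, where p53 is wild-type in conformation. Viability read as ATP luminescence and normalised to DMSO and 100 uM tamoxifen. AC50 fitted with the Hill equation.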
# The depositor's hits bear a star; u = inconclusive; x = not tested or not shown; [ ] = another dose, or the depositor's remark. Unless noted, calls come from the whole dose curve; as a rule, active = well fitted curve in the direction sought with a large enough effect; inconclusive = small, poorly fitted or top-dose-only effect, or another doubt; inactive = no such curve, though single readings can be large; an effect the other way counts as inactive or inconclusive. Unless noted, % is set by controls: 0 for no effect and ±100 for the full control effect; potency is the fitted concentration of half-maximal effect.
mol	p53ts 39C kill	IkB signaling	Peg3 imprint	p53ts 32C kill
CCCNC(=O)Cc1cc(=O)[nH]c(=O)[nH]1	30%	1.4%	-22%	-8%
OC[C@@H]1O[C@@H](n2cnc3c(NC4CCCC4)ncnc32)[C@H](O)[C@H]1O	3%	u	-4%	27%
CCOC(=O)N1CCC(NC(=O)CCc2c(C)nc3c(c(C)nn3-c3ccccc3)c2C)CC1	11%	3.4%	-5%	3%
O=C(NCCc1ccccc1)c1ccc(CS(=O)(=O)c2ccc(Br)cc2)o1	-14%	u	-6%[10.9 µM]	-5%
CSc1nc(C2CC2)cc(-c2cccs2)c1C#N	10%	-1.8%	-15%	-12%
CCOC(=O)c1cnn(-c2ncnc3sc(CC)cc23)c1N	10%	2.3%	0%	-4%
CCOc1ccc(/C=N/n2cnnc2)cc1	-1%	-0.5%	0%	-1%
Cc1ccc(Cl)cc1N1CCN(CC(=O)Nc2ccc3[nH]c(=O)[nH]c3c2)CC1	-9%	2.0%	-9%	-8%
O=C(Cc1ccc(-c2ccccc2)cc1)NCCS(=O)(=O)N1CCN(c2ccc(F)cc2)CC1	-20%	-0.1%	-6%[10.9 µM]	-1%
CCOc1cc(/C=N/NC(=O)COc2nc(C)cc(COC)c2C#N)ccc1O	9%	x	x	-6%

# Of the compounds above, these contain a thiophene ring, fused or not:
mol	p53ts 39C kill	IkB signaling	Peg3 imprint	p53ts 32C kill
CSc1nc(C2CC2)cc(-c2cccs2)c1C#N	10%	-1.8%	-15%	-12%
CCOC(=O)c1cnn(-c2ncnc3sc(CC)cc23)c1N	10%	2.3%	0%	-4%

# (cont.)
mol	p53ts 39C kill	IkB signaling	Peg3 imprint	p53ts 32C kill
O=c1[nH]c2ccc(NCc3ccc(-c4ccc(F)cc4)o3)cc2[nH]1	-8%	-1.0%	-12%[10.9 µM]	-6%
C=CCn1c(SCC(=O)OCc2ccccc2)nc2c1c(=O)n(C)c(=O)n2C	-10%	0.5%	-7%	-10%
C/C(=C1/SC(=S)N(CCC(=O)O)C1=O)c1ccc(O)cc1	9%	u	0%	-11%
CCN(CC)c1ccc(C(=O)NCc2ccc3c(c2)CCN3C(=O)c2ccc(F)cc2)cc1	-6%	u	-14%[10.9 µM]	-3%
Cc1nn(C(=O)c2ccccc2F)c(C)c1S(=O)(=O)N1CCOCC1	-3%	1.2%	-11%[10.9 µM]	-1%
CCOC(=O)CSc1nc2sc3c(c2c(=O)n1CC)CC(C)(C)OC3	-8%	-2.7%	2%	0%
Clc1ccc(CSc2nc(NCCc3ccccc3)c3ccccc3n2)cc1	-28%	-0.1%	-14%[10.9 µM]	-11%
CCOC(=O)CSc1nnc(CNC(=O)Cc2ccccc2)n1C	-5%	0.1%	20%	18%
COc1ccc(C(O)c2nc3ccccc3n2C)cc1OC (stereo unspecified)	4%	3.3%	-10%	0%
COc1ccc(S(=O)(=O)NCCc2csc(-c3ccc(F)cc3)n2)cc1	-14%	2.3%	-9%[10.9 µM]	-11%

# Record cards, as listed above.
# Listed for O=c1[nH]c2ccc(NCc3ccc(-c4ccc(F)cc4)o3)cc2[nH]1 : p53ts 39C kill = -8%; IkB signaling = -1.0%; Peg3 imprint = -12%[10.9 µM]; p53ts 32C kill = -6%
# Listed for COc1ccc(C(O)c2nc3ccccc3n2C)cc1OC (stereo unspecified) : p53ts 39C kill = 4%; IkB signaling = 3.3%; Peg3 imprint = -10%; p53ts 32C kill = 0%

# Carrying on.
mol	p53ts 39C kill	IkB signaling	Peg3 imprint	p53ts 32C kill
CC(=O)c1c(C)nc(-c2ccc(Cl)cc2Cl)n1O	-1%	-0.9%	-6%	11%
COc1ccc(COC(=O)C2=C(C)NC(=O)NC2c2ccc(O)c(OC)c2)cc1 (stereo unspecified)	2%	0.5%	-6%	7%
CCCn1c(C)nc2c(NC(C)CCCN(CC)CC)nc(C)nc21 (stereo unspecified)	3%	x	-13%	7%
Cc1cc(C)c(Cn2cnc3nc4c(cc3c2=O)CCCC4)c(C)c1	0%	-0.2%	2%[10.9 µM]	-3%
CCn1c(=N)n(CC(=O)C23CC4CC(CC(C4)C2)C3)c2ccccc21	2%	2.6%	-14%	13%
COc1cccc(NC(=O)Cn2nnc(C(=O)NCc3cccs3)c2N)c1	16%	-0.3%	-10%[10.9 µM]	11%
Cc1cc(C)nc(NC(=O)c2cc3ccccc3o2)n1	-10%	x	x	-25%
CN(Cc1ccc(F)cc1)S(=O)(=O)c1nnc(NC(=O)c2ccccc2Cl)s1	-21%	u	12%[10.9 µM]	-11%
COc1ccc(NC(=O)c2oc3ccc(S(=O)(=O)N4CCCCC4)cc3c2C)cc1	-25%	u	-22%[10.9 µM]	4%
CCC(=O)N(Cc1cc(=O)[nH]c2ccccc12)c1cccc(C)c1	2%	11%	-14%	1%
N#CC1=C(N)Oc2n[nH]c(-c3ccccc3)c2C1c1ccsc1 (stereo unspecified)	17%	x	x	-13%
O=C(Cn1c(=O)oc2cc(S(=O)(=O)N3CCCCC3)ccc21)Nc1cccc(Cl)c1	-22%	-2.6%	-7%[10.9 µM]	-12%
CCOC(=O)C(C)NC(=O)c1c2c(nc3ccccc13)C(=O)N(C1CCCCC1)C2 (stereo unspecified)	-3%	u	20%[10.9 µM]	1%
CCCSc1nc2c(cnn2-c2ccc(Cl)cc2)c(=O)[nH]1	-1%	-1.4%	4%	-3%
CC(C)c1nc(SCC(=O)N2CCN(c3ccccc3)CC2)c2c(=O)n(C)c(=O)n(C)c2n1	u	u	3%	-9%
c1coc(CNCC2OCCc3ccccc32)c1 (stereo unspecified)	-2%	0.5%	-10%	3%
Cc1nc2nc(Cc3ccccc3)[nH]n2c(=O)c1Cl	3%	u	-42%[inhibitor]	-1%
COC(=O)C1=C(C)Nc2nnnn2C1c1ccc(Cl)cc1Cl (stereo unspecified)	5%	u	-6%	17%
COc1cccc(CNC(=O)C2CCN(S(=O)(=O)c3ccc(F)cc3)CC2)c1	4%	0.7%	-12%	10%
CN1C(=O)c2ccc(NC(=O)c3c(F)c(F)c(F)c(F)c3F)cc2C1=O	13%	u	-4%	-5%
CCOCCn1c(SCCCc2ccccc2)nc2c1c(=O)[nH]c(=O)n2C	-13%	-1.9%	-11%	-15%
CCOc1ccc(-c2cc3nc(C4CCN(C(=O)OC(C)(C)C)CC4)c(C(=O)Nc4cccc(CC)c4)cn3n2)cc1	-9%	u	-18%[10.9 µM]	-6%
O=C(c1cc2ccc3cccnc3c2[nH]1)N1CCN(c2ccc(Cl)cc2)CC1	-21%	0.3%	-3%[10.9 µM]	-4%
C/C(=N\N=C\c1ccccc1F)c1nnn(-c2nonc2N)c1C	4%	x	x	-13%
COc1ccccc1CN1CCCC(C(=O)N(C)Cc2ccccc2)C1 (stereo unspecified)	3%	-2.4%	-14%	-6%
CC1(C)CC(C2N3CC4(C)CN2CC(C)(C3)C4=O)CCO1 (stereo unspecified)	-12%	0.4%	-3%	-6%
COc1cc2ccccc2cc1C(=O)Nc1ccc(Cl)c(-c2nc3ccccc3o2)c1	14%	u	-11%[10.9 µM]	2%
CC(C)(C)SCCNC(=O)CSc1ccccc1	1%	-3.2%	-9%	4%
COc1ccc(S(=O)(=O)Cc2ccc(C(=O)N3CCN(c4ccccc4)CC3)o2)cc1	-4%	0.7%	-19%	-6%
CCOC(=O)c1cccc(NC(=O)C2CCCN(S(=O)(=O)c3c(C)nn(C)c3C)C2)c1 (stereo unspecified)	2%	0.1%	-21%	2%

# Individual results from above:
# For Peg3 imprint, CC1(C)CC(C2N3CC4(C)CN2CC(C)(C3)C4=O)CCO1 (stereo unspecified) has the entry -3%
# For Peg3 imprint, Clc1ccc(CSc2nc(NCCc3ccccc3)c3ccccc3n2)cc1 has the entry -14%[10.9 µM]
# For Peg3 imprint, CC(=O)c1c(C)nc(-c2ccc(Cl)cc2Cl)n1O has the entry -6%
# For p53ts 32C kill, COc1cccc(CNC(=O)C2CCN(S(=O)(=O)c3ccc(F)cc3)CC2)c1 has the entry 10%
# For p53ts 32C kill, C/C(=C1/SC(=S)N(CCC(=O)O)C1=O)c1ccc(O)cc1 has the entry -11%

# (next part)
mol | p53ts 39C kill | IkB signaling | Peg3 imprint | p53ts 32C kill
CCOC(=O)C1=CN(C)C=C(C(=O)OCC)C1c1ccsc1 | 9% | 0.3% | -11% | 19%
Cn1c(=O)c2c(ncn2CC(=O)N2CCN(c3ccc(F)cc3)CC2)n(C)c1=O | 3% | 3.5% | -14% | 5%
Cc1ccc2cc(CN(CC3CCCO3)C(=O)C(C)C)c(=O)[nH]c2c1 (stereo unspecified) | 14% | 2.1% | -10% | 6%
COc1cc(OC)cc(-c2nc3nc(C)c(CCC(=O)Nc4ccccc4)c(C)n3n2)c1 | -8% | u | 9%[10.9 µM] | -4%
CCOC(=O)/C=C1\SCC(=O)N1Cc1nnc(-c2ccccc2Br)o1 | -3% | 3.8% | -8% | -6%
NS(=O)(=O)Cc1noc2ccccc12 | -16% | 4.9% | -7% | 4%
CCOC(=O)Cn1c(=O)c2c(nc(N3CCCCC3)n2C)n(C)c1=O | -4% | 0.3% | -5% | 0%
CNC(=O)C(Sc1ccccc1)c1ccccc1 (stereo unspecified) | 5% | 4.7% | 3% | 5%
CC(=O)N1CCc2cc(CNS(=O)(=O)c3ccccc3C(F)(F)F)ccc21 | -6% | 1.2% | -12%[10.9 µM] | 7%
COc1ccc(N2C(=O)C3CCCN3C2c2cccc(F)c2)cc1Cl (stereo unspecified) | 14% | -2.0% | -12% | -7%
CCc1nnc(NC(=O)C2CCN(c3cnccn3)CC2)s1 | 3% | -0.2% | -7% | 12%
CCOc1ccc(NC(=O)c2ccco2)cc1 | 10µM* | 22% | -68%[inhibitor] | 10µM*
CN1CCN(c2nc(-c3cccs3)cc(C(F)(F)F)n2)CC1 | -24% | 0.6% | -14% | 16%
COC(=O)c1ccccc1NC(=O)CSc1nc(-c2ccco2)cc(C(F)(F)F)n1 | -4% | 0.0% | -11% | -9%
Nc1c(C(=O)Nc2ccccc2Cl)c2ccccn2c1C(=O)c1ccc(Cl)cc1 | 0% | u | -5%[10.9 µM] | -9%
CC(c1ccco1)N(C(=O)c1ccc(S(=O)(=O)N2CCCCC2)cc1)c1ccccn1 (stereo unspecified) | 15% | -2.4% | -19% | 7%
Cc1cc(C)c2c(=O)cc(C(=O)Nc3sc4c(c3C(=O)NCC3CCCO3)CCCC4)oc2c1 (stereo unspecified) | 16% | -1.6% | 22%[10.9 µM] | 11%
OCCN1CCN(c2nc(-c3ccccc3)nc3c2oc2ccccc23)CC1 | -1% | 6.1% | -26% | 5%
CCC1CCCN1Cn1cnc2c([nH]c3ccccc32)c1=O (stereo unspecified) | -7% | -0.3% | -14% | -19%
Cc1ccc(C2(C(F)(F)F)NC(=O)N3CCCN=C3S2)cc1 (stereo unspecified) | -11% | 0.4% | 1% | 0%
COC(=O)c1ccccc1NC(=O)Cn1c(=O)n(CCC(=O)NCc2ccccc2OC)c(=O)c2ccccc21 | 18% | u | 20%[10.9 µM] | -1%
CCCCN(C(=O)Cc1cccs1)c1nnc(-c2cccnc2)s1 | 3% | x | x | -17%
Nc1nonc1-c1nc2ccccc2n1CC(=O)N1CCN(c2ccc(F)cc2)CC1 | 11% | 1.9% | 0% | 2%
Cc1cccc(NC(=O)c2ccc3oc(=O)c(S(=O)(=O)c4ccc(F)cc4)cc3c2)c1C | u | u | -2%[10.9 µM] | -7%
COc1ccc(CCNC(=O)C(=O)NCC(c2ccc3c(c2)OCO3)N2CCOCC2)cc1 (stereo unspecified) | -2% | 0.2% | 7%[10.9 µM] | -2%

# Random draw from the library; overall some 1.7% were active at least once.
